SMN2 splice enh: increases expression of the SMN2 splice variant; Potency, µM (doses to about 46.1 µM), for the others: at the highest dose activity change, positive = activation, actives largely listed as activators; actives 2.8% (n = 210,000); HEK293 SMN2-luciferase splicing reporter, luminescence, 30-36 h; active means well fitted activation curve with a large enough effect; inconclusive means small, poorly fitted or top-dose-only effect; inactive means no such curve, though single readings can be large or run the other way; further: % of control where 0% means no effect; nearly all actives have a fitted effect of over 55% in size
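qHTS luciferase splicing reporter: luminescence rises when SMN2 exon 7 is included in transfected HEK293 cells. Compound exposure lasted 30-36 h at 37C, with 4.5 mM final sodium butyrate as control, followed by a ONE-Glo read.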
Numbers without * were called inactive; ? = inconclusive; [ ] = dose if it differs, or a comment. Potency means the concentration at half of the fitted maximal effect. Some of the compounds tested; rates above refer to the full screens.

SMILES	SMN2 splice enh
COc1cc(-c2nc(Cn3nnc(C(=O)Nc4cc(C)cc(C)c4)c3C)c(C)o2)cc(OC)c1OC	-5%
COc1ccc(CNC(=O)CN(c2ccc(C)cc2)S(=O)(=O)c2c(C)n[nH]c2C)cc1	-7%
COc1ccc(S(=O)(=O)NCc2nc3nc(C)cc(C)n3n2)cc1OC	10%
CCN(CC)c1cc(C)c2cc(NC(=O)c3ccc(OC)c(OC)c3)ccc2n1	?
CCC(C)NC(=O)Cn1c(=O)n(Cc2ccc(C(=O)NCc3ccc(C)cc3)cc2)c(=O)c2ccccc21 (stereo unspecified)	7%
CCOc1ccccc1NC(=O)c1c(NC(=O)COc2ccccc2)sc2c1CCCCC2	-6%
CCc1cccc(C)c1NC(=O)Cn1c(=O)n(-c2ccc(C)cc2)c(=O)c2c1cnn2C	3%
Cc1ccc(C(C)C)c(OCC(=O)Nc2cc(-c3nc4ccccc4[nH]3)ccc2C)c1	-64%[inhibitor]
CCc1nc2nc(C)c(NS(=O)(=O)c3ccc(C(C)(C)C)cc3)c(=O)n2[nH]1	11%
CC1CCc2c(sc(NC(=O)c3cc4nc(-c5ccc(Cl)cc5)cc(C(F)(F)F)n4n3)c2C#N)C1 (stereo unspecified)	5%
COC(=O)c1cc(NC(=O)Cn2ncc3c2-c2ccccc2OC3)cc(C(=O)OC)c1	-7%
COc1cccc(C(=O)N(Cc2nc(-c3ccc(Cl)cc3)no2)C(C)C)c1OC	-15%
CNC(=O)c1ccc(NC(=O)c2nsc3ccccc23)cc1	2µM*
CCOc1ccc(-n2nc(CO)c(C(=O)NCc3cccs3)n2)cc1	-10%
Cc1cc(C)n2nc(CNC(=O)c3c(F)cccc3F)nc2n1	-3%
COc1ccc(CNC(=O)CN(c2ccc(C(C)C)cc2)S(=O)(=O)c2c(C)nn(C)c2C)cc1	-11%
CCOC(=O)C1CCCN(C(=O)c2ccc3c(c2)N(Cc2ccccc2F)C(=O)c2ccccc2S3=O)C1 (stereo unspecified)	2%
CCN1C(C(=O)c2ccccc2)=C(NC(=O)c2ccc(Cl)cc2)c2ccccc2S1(=O)=O	-15%
COc1ccc(NC(=O)CC2C(=O)N(c3cccc(OC)c3)C(=O)N2CCc2cccs2)cc1 (stereo unspecified)	-2%
Cc1[nH]c2ccccc2c1C1(O)C(=O)N(Cc2ccccc2)c2ccc(Cl)cc21 (stereo unspecified)	?
CCOC(=O)C1=C(c2ccccc2)Nc2ncnn2C1c1ccc(Cl)cc1 (stereo unspecified)	-4%
COc1ccccc1OCCn1c(NC(=O)c2ccccc2Cl)nc2ccccc21	-4%
CCOc1ccccc1NC(=O)c1ccc2oc(=O)c(S(=O)(=O)c3ccc(F)cc3)cc2c1	-2%
Cc1ccc(CNC(=O)CS(=O)(=O)Cc2nc(-c3ccccc3C)oc2C)cc1	-1%
Cc1ccc(Cn2cc(C(=O)c3ccc4c(c3)OCO4)c(=O)c3cc(C)ccc32)cc1	-5%

New compounds follow
SMILES	SMN2 splice enh
CCOc1ccc(C(=O)Nc2ccc(Cl)c(-c3nc4cc(C)cc(C)c4o3)c2)cc1	-1%
O=C(Nc1cc(Cl)ccc1O)c1cc(-c2ccc3c(c2)OCO3)on1	?
CCOc1ccc(C2N3CC4(C(C)C)CN2CC(C(C)C)(C3)C4=O)cc1OC (stereo unspecified)	-3%
CCOc1ccc(NC(=O)Nc2cccc(C)n2)cc1	28%
O=c1c(-c2cc(-c3ccccc3)nc3c2COc2ccc(Cl)cc2-3)coc2ccccc12	-6%
CCCN(CCC)C(=O)C(Cc1ccccc1)NS(=O)(=O)c1ccc2c(c1)c(=O)n(C)c(=O)n2C (stereo unspecified)	-2%
O=C(NCCc1ccccc1)c1ccc2c(c1)N(Cc1ccccc1)C(=O)c1ccccc1S2(=O)=O	4%
Cc1ccc(OCCn2cc(C(=O)c3ccco3)c3ccccc32)cc1C	?
Cc1ccc(C)c(Cn2c(C(C)NC(=O)c3ccc(F)cc3)nc3ccccc32)c1 (stereo unspecified)	4%
COc1cccc2c1cc1c(=O)n(CC(=O)N3CCN(c4cccc(C)c4)C(C)C3)nc(C)n12 (stereo unspecified)	10%
COc1cccc(-c2ncnn2-c2sc3c(c2C#N)CCCCC3)c1OC	9%
COc1ccc(NC(=O)c2cc3c(-c4ccccc4F)nn(C)c3s2)c(OC)c1	-5%
CCN(CC)c1cc(C)c2cc(NC(=O)c3cc(OC)cc(OC)c3)ccc2n1	-17%
Cc1ccc2c(c1)-c1cc(C)nn1C(c1cc(Br)ccc1O)N2 (stereo unspecified)	15%
COc1cc(Cl)c(C)cc1Nc1c2c(nc3ccccc13)CCC2	-40%[inhibitor]
CCn1c2ccccc2c2cc(NC(=O)COc3cccc(C)c3)ccc21	-5%
COC(=O)c1cc2oc3ccccc3c2n1CC(=O)Nc1ccc(N(C)C)cc1	2%
Cc1c(C(=O)Nc2nc(-c3ccc(F)cc3)ns2)oc2ccc(Br)cc12	-8%
COc1ccc(C(CNC(=O)c2oc3ccc(Cl)cc3c2C)N2CCCCC2)cc1 (stereo unspecified)	3%
CC1CCN(S(=O)(=O)c2ccc3c(c2)N(CC(=O)NCC(C)c2ccccc2)C(=O)CO3)CC1 (stereo unspecified)	-11%
CCC1CCC(C(=O)NC(C(=O)Nc2cccc(OC)c2)C(C)C)CC1 (stereo unspecified)	4%
COc1ccc(C)cc1NC(=O)C(NS(=O)(=O)c1cccs1)c1ccccc1 (stereo unspecified)	10%
CCCCNC(=O)CCc1c(C)nc2c(c(C)nn2-c2ccccc2)c1C	3%
COc1ccc(OC)c(NC(=O)CSc2nc3ccccc3nc2N2CCCCC2)c1	?
Cc1ccc(S(=O)(=O)c2nc(-c3ccc(F)cc3)oc2SCC(=O)NC2CCCCC2)cc1	11%

5 compounds already listed, arranged by the number in SMN2 splice enh, largest number first.
smiles,SMN2 splice enh
Cc1ccc(S(=O)(=O)c2nc(-c3ccc(F)cc3)oc2SCC(=O)NC2CCCCC2)cc1,11%
COc1cccc2c1cc1c(=O)n(CC(=O)N3CCN(c4cccc(C)c4)C(C)C3)nc(C)n12 (stereo unspecified),10%
COc1ccc(C(CNC(=O)c2oc3ccc(Cl)cc3c2C)N2CCCCC2)cc1 (stereo unspecified),3%
COC(=O)c1cc2oc3ccccc3c2n1CC(=O)Nc1ccc(N(C)C)cc1,2%
COc1ccc(NC(=O)c2cc3c(-c4ccccc4F)nn(C)c3s2)c(OC)c1,-5%

The listing continues:
SMILES	SMN2 splice enh
Cc1ccc(CNC(=O)c2nc(SCc3ccc(C)cc3)ncc2Cl)cc1	4%
COc1ccc(NC(=O)Cn2cc(C(=O)C3CCCCC3)c3ccccc32)cc1	-26%
COc1ccc(C(=O)Nc2ccc(-c3nc4cc(C)ccc4o3)c(O)c2)cc1	1%
O=C(CSc1nnc(-c2ccccc2Cl)o1)N1CCCc2ccccc21	1%
CCOC(=O)C1CCCN(C(=O)Cn2ncc3c(C)n(Cc4ccc(F)cc4)c(C)c3c2=O)C1 (stereo unspecified)	-23%
COc1ccc(Nc2oc(/C=C/c3ccc(F)cc3)nc2C#N)cc1	12%
CCCS(=O)(=O)Nc1cc2c(cc1NCc1ccccc1)n(C)c(=O)n2C	5.6µM*
COc1ccc(NC(=O)c2sc3nc4c(cc3c2N)CCCCCC4)cc1Cl	-2%
COCCCNC(=O)c1c(NC(=O)c2nc(S(C)(=O)=O)ncc2Cl)sc2c1CCCC2	-3%
Cc1ccc2cccc(NC(=O)c3ccc(-c4ccc(Br)cc4)o3)c2n1	-2%
Cc1ccc(NC(=O)Cn2nc(C(F)(F)F)c3c2CCC3)cc1C	-2%
COC(=O)c1ccccc1NC(=O)c1cnc(Nc2ccc(OC)cc2)c2ccccc12	5%
Cc1ccc(C(=O)Nc2ccccc2)cc1S(=O)(=O)Nc1ccccc1	-7%
CCOc1ccc(OCC)c(NC(=O)C2CCCN(S(=O)(=O)c3ccc4c(c3)oc(=O)n4C)C2)c1 (stereo unspecified)	-7%
CCCCNc1sc(S(=O)(=O)CC)nc1S(=O)(=O)c1ccc(C)cc1	-4%
CC(C)(C)C(=O)Cn1c(=O)n(-c2ccccc2)c(=O)c2c3c(sc21)CCC3	-3%
Cc1ccc(NC(=O)Cn2c(=O)n(CCC(=O)N3CCc4ccccc4C3)c(=O)c3ccccc32)cc1	2%
CCCOC(=O)c1cccc(Nc2nc(C(=O)OCC)nc3ccccc23)c1	-14%
Cc1ccc(NC(=O)COc2ccc(-c3nn(C)c(=O)c4ccccc34)cc2)c(C)c1	-5%
Cc1oc(-c2ccccc2F)nc1Cn1c(SCc2cccc(C(F)(F)F)c2)nc2ccncc21	0%
Cc1cc2oc(C(=O)Nc3sc4c(c3C(=O)NCc3ccco3)CCC4)cc(=O)c2cc1C	6%
COc1cccc(NC(=O)N(Cc2cn(C)c3ccccc23)C2CCCCCC2)c1	-11%
CCOc1cccc(C(=O)N(Cc2ccc(F)cc2)Cc2ccco2)c1	-12%
Fc1ccccc1C1=NC(c2ccc(C(F)(F)F)cc2)=Nc2ccccc2N1	3%
COC(=O)C1=C(c2ccccc2)c2ccccc2S(=O)(=O)N1CC(=O)Nc1cccc(C(C)=O)c1	-1%

Looked up above.
COc1ccc(Nc2oc(/C=C/c3ccc(F)cc3)nc2C#N)cc1 in SMN2 splice enh: 12%
CCCCNc1sc(S(=O)(=O)CC)nc1S(=O)(=O)c1ccc(C)cc1 in SMN2 splice enh: -4%

Next compounds follow:
SMILES	SMN2 splice enh
COc1ccc(NC(=O)CSc2nc(O)c(C/C=C/c3ccccc3)c(=O)[nH]2)cc1	-3%
COc1ccc(OC)c(Nc2c3c(nc4ccccc24)CCC3)c1	-30%
COc1ccc(C2N3CC4(C)CN2CC(c2ccccc2)(C3)C4=O)cc1 (stereo unspecified)	4%
CCOC(=O)c1c(-c2ccc(C)cc2C)csc1NC(=O)c1ccccc1Cl	-14%
CCCCNC(=O)Cn1cnc2sc(C)c(S(=O)(=O)N3CCN(c4ccccc4OC)CC3)c2c1=O	0%
CC(=O)c1cccc(NC(=O)c2cc3sc(Cl)cc3n2C)c1	?
CCC(C)NC(=O)C1CCC(CNS(=O)(=O)c2cccc3nsnc23)CC1 (stereo unspecified)	0%
Cc1ccccc1Nc1c(-c2ccco2)nc2c(C)cccn12	16µM*
Cc1ccccc1C(=O)Nc1nc2nc(-c3ccccc3)cc(=O)n2[nH]1	-3%
COc1ccc(CNCCC(c2ccc3c(c2)OCO3)c2ccccc2OC)cc1 (stereo unspecified)	-23%
COc1ccc(/C=C/c2nc(C#N)c(N3CCC(C(N)=O)CC3)o2)cc1OC	?
CCOC(=O)c1cc(-c2ccc(OC)cc2)nn1Cc1ccccc1	20%
CCOC(=O)c1c(C)c(-c2ccccc2)n(CC(=O)NCc2cccc(OC)c2)c1C	5%
O=C(Nc1cccc(NC(=O)c2ccc(Br)o2)c1)c1ccccc1	?
CCCCCn1c(-c2cccc(C)c2)nc2ccccc21	-19%
CC(=O)Nc1ccc(S(=O)(=O)N2CCC(Oc3ccc(-n4cnnn4)cc3)CC2)cc1	-48%[inhibitor]
COc1ccc(NC(=O)Nc2cccc(-c3cn4cccnc4n3)c2)cc1	5%
CCOc1c(Br)cc(C2C=C(C(=O)O)Nc3ncnn32)cc1OC (stereo unspecified)	8%
Cc1cccc(OCCCCn2c(C3CC(=O)N(c4ccccc4Cl)C3)nc3ccccc32)c1 (stereo unspecified)	-19%
COc1ccc(-c2nc(CSCC(=O)NCCC(C)C)c(C)o2)cc1OC	3%
CCOc1ccc(/C=C(\C#N)c2nc3ccccc3c(=O)[nH]2)cc1OC	7%
CCCN(CCC)CCCNC(=O)Cn1ncn2c(cc3sc(CC)cc32)c1=O	3%
COC(=O)c1nnn(-c2cccc(C)c2)c1N	10%
Cc1ccc2c(=O)cc(C(=O)N(Cc3ccc(C(C)(C)C)cc3)C3CCS(=O)(=O)C3)oc2c1 (stereo unspecified)	-9%
CNC(=O)c1c(NC(=O)c2cc(=O)c3cc(C)c(C)cc3o2)sc2c1CCCC2	-3%

The closing 4 compounds of the section above are carried over, then new ones follow:
SMILES	SMN2 splice enh
CCCN(CCC)CCCNC(=O)Cn1ncn2c(cc3sc(CC)cc32)c1=O	3%
COC(=O)c1nnn(-c2cccc(C)c2)c1N	10%
Cc1ccc2c(=O)cc(C(=O)N(Cc3ccc(C(C)(C)C)cc3)C3CCS(=O)(=O)C3)oc2c1 (stereo unspecified)	-9%
CNC(=O)c1c(NC(=O)c2cc(=O)c3cc(C)c(C)cc3o2)sc2c1CCCC2	-3%
CC(=O)c1ccc(NC(=O)C2CCC(CNS(=O)(=O)c3ccc(Br)s3)CC2)cc1 (stereo unspecified)	-2%
COc1ccc(Cn2nnc(C(=O)Nc3cc(OC)ccc3OC)c2N)cc1	0%
CCCCC12CN3CC(C)(CN(C1)C3c1cc(Br)ccc1O)C2=O (stereo unspecified)	-19%
CCCCN(CC)c1ncnc2c1sc1nc(N3CCOCC3)c3c(c12)CCCC3	-11%
CCCN(C(=O)c1cc2c(s1)-c1ccccc1SC2)c1ccccc1F	-25%
O=C(Nc1cccc(O)c1)c1cc2nc(-c3ccc(Br)cc3)cc(C(F)(F)F)n2n1	-8%
COc1ccc(-c2cc(C(F)(F)F)nc(SCC(=O)Nc3ccc(C(C)=O)cc3)n2)cc1	0%
CC(C)CCNC(=O)C1CCC(CNS(=O)(=O)c2cccc3nsnc23)CC1 (stereo unspecified)	30%
O=c1c2sc3ccccc3c2n(Cc2ccccc2F)c(=O)n1CCc1ccccc1	10%
Cc1ccc(CNC(=O)C2CCCN(S(=O)(=O)c3cccc4nsnc34)C2)cc1 (stereo unspecified)	9%

High-throughput results (PubChem BioAssay)
